GlmU inhibition: inhibition of mycobacterial GlmU enzyme – biochemical, glucosamine-1-phosphate acetyltransferase (AID 1376); Bifunctional protein GlmU (Mycobacterium tuberculosis (strain ATCC 25618 / H37Rv)); M. tuberculosis GlmU acetyltransferase enzyme assay; higher % means a stronger effect; one-dose inhibition, %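 (tested at 30 µM in the primary screen)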; IC50 in µM for titrated hits; 0.25% of 220,000 active; in the data active means inhibition above about 13%;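 further: 0% = complete reaction with vehicle and 100% = reaction without substrate; strong numbers were not always called active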
RmlCD inh 1536: M. tuberculosis RmlC/RmlD coupled enzyme inhibitors, primary screen, biochemical, compound mixtures, 384-well, from 1536-well plates; RmlC+RmlD coupled enzyme assay, percent inhibition; primary screen in compound mixtures; inhibition, % at 3.6 µM; 0.03% of 160,000 active; in the data active means inhibition mostly above about 34%, no sharp cut-off; further: some results filed as inactive read as strong as hits
Target sequence (P9WH09 whole entry, looked up): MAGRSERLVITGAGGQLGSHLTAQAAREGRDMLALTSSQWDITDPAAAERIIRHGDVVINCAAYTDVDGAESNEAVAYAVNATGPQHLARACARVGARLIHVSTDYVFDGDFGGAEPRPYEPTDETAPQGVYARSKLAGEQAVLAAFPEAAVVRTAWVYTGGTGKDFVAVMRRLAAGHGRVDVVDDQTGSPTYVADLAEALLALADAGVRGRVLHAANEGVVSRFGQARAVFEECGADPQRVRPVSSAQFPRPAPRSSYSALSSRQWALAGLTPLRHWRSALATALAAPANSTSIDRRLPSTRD
Target sequence (P9WH11 whole entry, looked up): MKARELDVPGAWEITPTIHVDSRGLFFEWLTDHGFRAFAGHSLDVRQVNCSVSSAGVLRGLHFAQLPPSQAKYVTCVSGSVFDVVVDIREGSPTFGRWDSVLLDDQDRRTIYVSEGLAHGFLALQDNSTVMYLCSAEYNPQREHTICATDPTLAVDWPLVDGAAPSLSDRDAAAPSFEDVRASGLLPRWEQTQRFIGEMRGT
Active calls of the source: *; . = not tested or not shown. An excerpt, so the mix of outcomes need not match the whole.

SMILES	GlmU inhibition	RmlCD inh 1536
NC(=O)c1ccc(-n2nnnc2SCc2ccccc2)cc1	-0.2%	.
COC(=O)C1=C(CSc2nncn2C)NC(=O)NC1c1cc(C)ccc1C (stereo not given)	-3.6%	6
CCC(C)OC(=O)c1[nH]c2c(c1C)C(=O)CC(c1ccc(N(C)C)cc1)C2 (stereo not given)	-6.1%	7
O=C(c1cc2ccccc2o1)N1CCC(N2CCC(C(=O)N3CCCC3)CC2)CC1	-3.1%	8
O=S(=O)(NCCc1cn2ccccc2n1)c1cccs1	-2.2%	4
Cc1ccc(CNC(=O)CSc2c3c(nc4ccc(Cl)cc24)CCCC3)o1	-4.2%	4
Cc1cc2oc(C(=O)N(Cc3ccco3)C3CCS(=O)(=O)C3)cc(=O)c2cc1Cl (stereo not given)	-0.2%	11
CC(C)(C)NC(=O)Nc1cccc(Cl)c1Cl	-1.7%	3
O=C(O)c1cc2c(o1)CCC/C2=N\O	1.1%	15
O=C(Nc1ccc(F)cc1)Nc1nnc(-c2ccco2)s1	-1.1%	-11
Cc1cccc(NC(=O)CSc2nc(N)c(NC(=O)c3cccs3)c(=O)[nH]2)c1	-0.5%	.
COc1ccc(C(=O)Nc2ccc(SC(F)F)cc2)cc1	1.7%	4
NS(=O)(=O)c1ccc(NC(=O)/C=C/c2ccccc2[N+](=O)[O-])cc1	-4.3%	2
O=C(Nc1ccccc1)O/N=C(\c1ccccc1)c1ccccn1	1.6%	-12
O=C(OCCCC(=O)N1CCOCC1)c1ccccc1	-4.3%	.
Cc1cc(NC(=O)CCSc2ccccc2)no1	-7.2%	5
CC1=C(/C=C/C(C)=C/C=C/C(C)=C/C(=O)O)C(C)(C)CCC1	-0.5%	.
CCCOc1ccc(Cn2ccnc2)cc1[N+](=O)[O-]	1.5%	7
Cc1cc(C(=O)O)c(C)n1Cc1ccncc1	-1.6%	12
Cc1ccc(NC(=S)NCCc2ccccc2)c(C)c1	-3.7%	-8
CC1Cc2ccccc2N1C(=O)c1cc2sccc2n1Cc1ccccc1 (stereo not given)	0.7%	.
Cc1cccc(C(=O)Nc2ncc(CN3CCOCC3)s2)c1	-2.4%	6
CCOCCCNC(=O)C(c1ccc(C)cc1)N(Cc1ccc2c(c1)OCO2)C(=O)CNC(C)=O (stereo not given)	-9.1%	.
Cc1ccc(C(=O)NCC(=O)OC(C)C(=O)Nc2ccc(N(C)C)cc2)s1 (stereo not given)	-5.0%	3
Cc1[nH]c2ccccc2c1/C=N/NC(=O)C1CC1(c1ccccc1)c1ccccc1 (stereo not given)	-0.9%	7
Cc1ccc(S(=O)(=O)Nc2nc3ccccc3nc2NCc2ccco2)cc1	-0.7%	0
O=C1NC(CCc2ccccc2)C(=O)N1Cc1ccccc1Cl (stereo not given)	-2.3%	-1
CCCOc1ccc(N2C(=O)CC(N3CCC(C(=O)OCC)CC3)C2=O)cc1 (stereo not given)	4.3%	4
COc1ccc(OCc2nc(N)nc(Nc3cccc(C)c3C)n2)cc1	3.6%	.
O=C(Cn1cc([N+](=O)[O-])cn1)N1CCCc2ccccc21	-8.9%	-3
Cc1ccc(Cl)cc1NC(=O)COC(=O)CC(C)(C)C	3.6%	-12
C=C[C@@](C)(O)CC[C@@H]1[C@@]2(C)CCCC(C)(C)[C@@H]2CC[C@@]1(C)O	1.3%	-1
C#CCNC(=O)/C=C/c1ccc(C)cc1	1.8%	.
Cc1ccc(C(=O)N2CCN(C(=O)c3ccc(C)cc3)C2)cc1	2.4%	-8
COc1cccc(N/C(SCc2ccccc2C)=C(/C#N)C(=O)NCc2cccs2)c1	3.8%	.
COc1cc(-c2nc(-c3ccc(NC(=O)c4ccc5c(c4)OCO5)cc3)no2)cc(OC)c1OC	3.8%	-5
CCN1CCN(S(=O)(=O)CC2(C)C3CCC2(C)C(=O)C3Br)CC1 (stereo not given)	-2.7%	-12
Cc1cccc(NC(=O)CSc2nnc(-c3ccncc3)n2C)c1	-0.9%	-3
NNC(=O)COc1cccc2cccnc12	0.8%	.
CCCOc1ccc(N2C(=O)CC(N(CCc3ccc(S(N)(=O)=O)cc3)C(C)=O)C2=O)cc1 (stereo not given)	10%	-5

Quoted from the listing:
Result for Cc1ccc(C(=O)N2CCN(C(=O)c3ccc(C)cc3)C2)cc1 in RmlCD inh 1536: -8
Result for CCN1CCN(S(=O)(=O)CC2(C)C3CCC2(C)C(=O)C3Br)CC1 (stereo not given) in GlmU inhibition: -2.7%

(continued)
SMILES	GlmU inhibition	RmlCD inh 1536
Cc1noc(C)c1COc1cccc(C(=O)Nc2ccc(OCc3ccccc3)cc2)c1	1.7%	.
N#Cc1c(NC(=O)c2ccc(Br)o2)n(-c2ccccc2)c2nc3ccccc3nc12	8.5%	5
Cc1ccc(NCCNc2ccc(C)cc2)cc1	-2.4%	.
O=C(NC1CCCCC1)C1CCCN(S(=O)(=O)c2cccc3cccnc23)C1 (stereo not given)	4.1%	-7
CCCC(=O)c1cc(F)c(N2CCN(C(=O)OCC)CC2)cc1C	-3.7%	-12
O=C1/C(=C/c2ccccc2Cl)N2CCC1CC2	8.3%	-7
CC(=O)NC1CC2CCCC(C1)N2CC(=O)Nc1ccccc1 (stereo not given)	-0.9%	11
CCOc1ccc(S(=O)(=O)N(CC(=O)O)c2ccccc2)cc1	2.9%	.
CCOC(=O)C(C(=O)OCC)C(C)(C)/C(C)=N\Nc1ccc([N+](=O)[O-])cc1[N+](=O)[O-]	0.2%	7
COc1ccc(NC(=O)c2c(F)c(F)c(F)c(F)c2F)cc1Cl	0.1%	7
COc1cccc(OCC(=O)Nc2ccccc2C(N)=O)c1	4.8%	11
CCn1c(SCC(N)=O)nc2sc3c(c2c1=O)CCN(C)C3	-9.7%	49
O=C(NCc1cccnc1)c1cn(-c2ccccc2)nc1-c1cccs1	-2.7%	11
Cc1cc(/C(N)=N/OC(=O)Nc2cccc(C(F)(F)F)c2)no1	-4.2%	-4
CCc1ccc(/C=N/NC(=O)c2cc(-c3ccccc3OC)nc3ccccc23)s1	0.8%	.
CCOC(=O)N1CCN(C(=O)CNC(=O)Cc2ccc(Cl)cc2)CC1	1.3%	-5
COC(=O)c1ccc(CN2CCN(CC(C)C)C(CCO)C2)cc1 (stereo not given)	-4.1%	.
CCOC(=O)CCn1c(=S)n(CCC(=O)OCC)c2ccccc21	4.0%	-14
O=C(Cc1ccccc1)OCCN1CCOCC1	3.9%	-47
O=C(OCc1nc2ccccc2s1)c1ccco1	-6.4%	-8
O=C(CSc1ncn[nH]1)Nc1nsc(-c2ccccc2)n1	-1.5%	7
COc1ccccc1CN1C(=O)c2ccccc2C1C(=O)NC1CCC(C)CC1 (stereo not given)	1.6%	-13
Cc1ccc(-c2nnc(N3CCN(C(=O)c4cccs4)CC3)c3ccccc23)cc1	-4.2%	-11
CCCN1CCN(c2nc(-c3cccs3)nc3ccccc23)CC1	-4.2%	-9
COc1ccc(C2(C(=O)N3CCOCC3)CCOCC2)cc1OC	-0.4%	.
Cc1ccc(C(=O)COc2nc(C)cc(C)c2C#N)cc1	-1.7%	21
CCn1c(SCC(=O)Nc2nc(C)cs2)nnc1-c1cccnc1	-3.7%	8
C=CCn1ccc2c([N+](=O)[O-])cccc2c1=O	3.2%	2
Cc1cccc(OCc2nc(-c3cccnc3)no2)c1	6.6%	-15
Cc1ccc(-c2nnc3n2N=C(c2ccccc2Br)CS3)cc1	1.8%	.
COCCNC(=O)c1cn(Cc2c(F)cccc2Cl)nn1	.	6
O=C(CSc1nc(-c2ccccc2)c(-c2ccccc2)[nH]1)NCCN1C(=O)CSC1=O	0.0%	-7
CCC(=O)N(NC1=NS(=O)(=O)c2ccccc21)S(=O)(=O)c1ccc(C)cc1	-3.3%	-3
CCNC(=S)NS(=O)(=O)c1ccc(CC)cc1	0.5%	12
COC(=O)c1c(C)[nH]c(C(=O)C(Cc2ccccc2)N(C)C)c1C (stereo not given)	-0.9%	7
CNCCCc1ccccc1	5.2%	-4
O=C(Cn1cc(C(F)(F)F)ccc1=O)Nc1ccccc1	-9.2%	-11
CCN(CC(=O)Nc1ccc(C(C)=O)cc1)CC(=O)Nc1ccccc1C(F)(F)F	-3.5%	.
COc1ccc(C(=O)NCc2ccccc2OC)cc1	4.0%	-7
COC(=O)CN1C(=S)N(c2ccc(Cl)cc2)C(=O)C1CC(=O)Nc1ccc(Cl)cc1 (stereo not given)	.	30
Cc1cc(Cl)ccc1Oc1cccc(C(=O)/C(C#N)=C/N(C)C)c1	3.6%	3
Cc1ccc(-c2cc(C(=O)NC3=NCCS3)c3cc(Br)ccc3n2)o1	2.4%	.
c1ccc(Oc2ccc3ccccc3n2)cc1	-0.3%	-5
COC(=O)Nc1ccc(S(=O)(=O)Nc2ccc(O)cc2)cc1	-1.2%	-6
O=[N+]([O-])c1cc(S(=O)(=O)Nc2cccc(C(F)(F)F)c2)ccc1-n1nnc2ccccc21	2.9%	-9
CN(Cc1cn(C)nc1-c1cccc(Cl)c1)CC1CCCCO1 (stereo not given)	0.2%	10
CCOP(=O)(c1ccccc1)C1(C#N)CCCC1 (stereo not given)	3.0%	.
CNC(=O)CN1C(=O)C2C3C=CC(C3)C2C1=O (stereo not given)	7.5%	8
COc1ccccc1NC(=S)N(CCN1CCCCCC1)Cc1cccs1	-5.0%	4
COc1ccc(CCNC(=O)C2CC3Cn4c(nc5ccccc54)C3N2c2ccccc2)cc1 (stereo not given)	3.6%	.
The results go on:
SMILES	GlmU inhibition	RmlCD inh 1536
CSCC[C@H](NC(=O)Nc1cccc(C(F)(F)F)c1)C(=O)O	-6.6%	-8
CCOC(=O)C1C2C=CC3(CN(Cc4cccs4)C(=O)C13)O2 (stereo not given)	-3.2%	.
CCN(CC)S(=O)(=O)c1cc([N+](=O)[O-])ccc1N=Nc1c(O)n(C)c2ccccc12	-1.8%	.
O=C(OCc1cc(Cl)ccc1OC(F)F)c1cccnc1	2.5%	5
CC(=O)n1cc(/C=C2/N=C(c3ccccc3)OC2=O)c2ccccc21	2.5%	7
CCN1C(=O)C(CC(=O)NC2CCCCC2)N(CC)C1=O (stereo not given)	2.4%	14
O=c1[nH]c(CN2CCCC2)nc2sc3c(c12)CCC3	-0.2%	8
Cc1nn(-c2ccccc2)c2sc(C(=O)N(CC(=O)NC3CCCC3)Cc3ccco3)cc12	-0.1%	.
O=C(CCSc1nc(-c2ccc3c(c2)OCO3)cc(C(F)(F)F)n1)NCc1ccco1	6.5%	-3
COc1ccc(OC)c(-c2nnc(SCC(=O)N3CCOCC3)o2)c1	1.0%	7
COc1ccc(NC(=O)C2c3cc(OC)c(OC)cc3C(=O)N(C)C2c2cccnc2)cc1OC (stereo not given)	2.1%	21
O=C(Cc1cccs1)N1CCN(c2cccc(Cl)c2)CC1	3.4%	10
COc1cc(C(c2c(C)[nH][nH]c2=O)c2c(C)[nH][nH]c2=O)ccc1OC(C)C	-4.7%	3
CC(N=C1CC(C)(C)CC(=O)/C1=C(/O)CCCN1C(=O)c2ccccc2C1=O)C(=O)O (stereo not given)	-1.8%	6
O=C1CCC(=O)N1CNc1cccnc1	0.7%	-5
OCCNC(=S)Nc1cccc(Cl)c1Cl	5.8%	.
Cc1csc(NC(=O)Nc2ccc(Cl)cc2)n1	-3.0%	.
COc1cc(/C=N/Nc2nc(Nc3ccccc3)nc(N3CCOCC3)n2)ccc1OC(=O)c1ccco1	-2.1%	-7
O=C(c1ccc2c(c1)ncn2-c1ccc(F)cc1F)N1CCC2(CC1)OCCO2	-5.1%	-9
COc1ccc(-c2ccc3c(N)c(C(=O)c4ccc(OC)c(OC)c4)sc3n2)cc1	0.7%	-3
O=C(OCc1nnc(-c2ccccc2)o1)c1cc([N+](=O)[O-])ccc1Cl	1.0%	5
CC(OC(=O)CCCc1nc2ccccc2s1)C(=O)NC(N)=O (stereo not given)	0.1%	-1
Cn1c(SCC(=O)c2ccc3c(c2)OCO3)nnc1C1COc2ccccc2O1 (stereo not given)	4.8%	.
Cn1cnnc1Sc1cc(N2CCN(S(=O)(=O)c3ccccc3)CC2)ccc1[N+](=O)[O-]	0.2%	.
Cc1c(C(=O)O)cccc1-n1c(C)cc(/C=N/NC(=O)c2cc3ccccc3o2)c1C	-7.5%	26

Filtered by structure: the compounds so far with fluorine (13)
SMILES	GlmU inhibition	RmlCD inh 1536
O=C(Nc1ccc(F)cc1)Nc1nnc(-c2ccco2)s1	-1.1%	-11
COc1ccc(C(=O)Nc2ccc(SC(F)F)cc2)cc1	1.7%	4
CCCC(=O)c1cc(F)c(N2CCN(C(=O)OCC)CC2)cc1C	-3.7%	-12
COc1ccc(NC(=O)c2c(F)c(F)c(F)c(F)c2F)cc1Cl	0.1%	7
Cc1cc(/C(N)=N/OC(=O)Nc2cccc(C(F)(F)F)c2)no1	-4.2%	-4
COCCNC(=O)c1cn(Cc2c(F)cccc2Cl)nn1	.	6
O=C(Cn1cc(C(F)(F)F)ccc1=O)Nc1ccccc1	-9.2%	-11
CCN(CC(=O)Nc1ccc(C(C)=O)cc1)CC(=O)Nc1ccccc1C(F)(F)F	-3.5%	.
O=[N+]([O-])c1cc(S(=O)(=O)Nc2cccc(C(F)(F)F)c2)ccc1-n1nnc2ccccc21	2.9%	-9
CSCC[C@H](NC(=O)Nc1cccc(C(F)(F)F)c1)C(=O)O	-6.6%	-8
O=C(OCc1cc(Cl)ccc1OC(F)F)c1cccnc1	2.5%	5
O=C(CCSc1nc(-c2ccc3c(c2)OCO3)cc(C(F)(F)F)n1)NCc1ccco1	6.5%	-3
O=C(c1ccc2c(c1)ncn2-c1ccc(F)cc1F)N1CCC2(CC1)OCCO2	-5.1%	-9

Screens from PubChem BioAssay.
